M5 antag – blocks acetylcholine activation of human M5 receptor; CHO-hM5 cells, Fluo-8 calcium fluorescence, ACh EC80; inhibition, % at 3 µM; P08912; hit rate 0.59% among 360,000;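 active means inhibition above a per-plate cutoff, the mean of that plate's test compounds plus 3 SD, cut at about 27% in these data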;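 further: 0% = acetylcholine EC80 with DMSO and 100% = DMSO without agonist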
CHRM4 antagonist – CHRM4 antagonism in calcium assay | P08173 | CHO-hM4 cells, ACh EC80, Fluo-8 calcium fluorescence | inhibition, % at 3 µM | hit rate 0.73% among 360,000 | AID 624125;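 active means inhibition above its plate's cutoff, the mean inhibition of sample wells plus 3 SD, cut at about 27% in these data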;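 further: 0% = acetylcholine EC80 with DMSO and 100% = DMSO without agonist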
Target sequence (P08173 whole entry, looked up): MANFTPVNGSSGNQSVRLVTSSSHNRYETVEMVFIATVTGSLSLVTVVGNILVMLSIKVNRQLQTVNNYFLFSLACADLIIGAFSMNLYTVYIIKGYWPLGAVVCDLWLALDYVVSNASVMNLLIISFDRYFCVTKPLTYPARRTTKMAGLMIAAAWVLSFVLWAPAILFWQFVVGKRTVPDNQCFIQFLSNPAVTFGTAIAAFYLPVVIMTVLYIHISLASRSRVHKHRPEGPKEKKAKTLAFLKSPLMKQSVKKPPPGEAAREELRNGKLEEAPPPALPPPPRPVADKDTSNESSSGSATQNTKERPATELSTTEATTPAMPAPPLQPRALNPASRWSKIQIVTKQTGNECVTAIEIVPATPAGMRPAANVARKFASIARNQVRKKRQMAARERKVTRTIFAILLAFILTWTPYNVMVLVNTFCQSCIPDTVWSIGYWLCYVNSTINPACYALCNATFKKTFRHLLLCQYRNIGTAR
M5 PAM – potentiates acetylcholine response at human M5 receptor | P08912 | CHO-K1 hM5, Fluo-8 calcium, ACh EC20 PAM; 0% = ACh EC20, 100% = ACh EC100 | activation, % at 3 µM | hit rate 0.3% among 360,000 | AID 624038;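 active means activation above the run cutoff, the mean activation of all test compounds plus 3 SD, cut at about 18% in these data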
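Assay system: CHO-K1 hM5 cells / Incubation: Fluo-8 loading 80 min at 37 °C plus 30 min room temperature / Technique: Fluo-8 calcium dye fluorescence, kinetic read / Repeats: single replicate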
CHRM4 agonist – CHRM4 agonism in calcium assay | activation, % at 3 µM | AID 624127 | CHO-K1 hM4/Gqi5, Fluo-8 calcium fluorescence; vehicle 0%, full acetylcholine response 100% | hit rate 0.14% among 360,000 | P08173;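 active means activation above the run mean over all test wells plus 3 SD, cut at about 32% in these data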;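 further: peak over basal fluorescence ratio per well then scaled between controls; 0% = DMSO wells and 100% = acetylcholine at EC100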
M1 PAM – positive allosteric modulators of human M1 muscarinic receptor | P11229 | CHO-K1 hM1, Fluo-8 calcium fluorescence, ACh EC20; 0% = ACh EC20, 100% = maximal ACh | activation, % at 3 µM | hit rate 0.088% among 360,000 | AID 588819; in the data active means activation above about 19%, passing the limit was not always enough
CHRM5 agonist – agonists of human muscarinic M5 receptor (CHRM5); CHO-K1 hM5 cells, Fluo-8 calcium fluorescence; 0% DMSO wells, 100% maximal acetylcholine response; hit rate 0.19% among 360,000; AID 624037; activation, % at 3 µM; P08912;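 active means activation above the run's mean over test compounds plus 3 SD, cut at about 23% in these data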;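 further: signal is peak over basal fluorescence ratio across the kinetic read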
TAAR1 agonist – agonists of human TAAR1; Q96RJ0; CHO RD-HGA16 TAAR1, Fluo-8 calcium fluorescence; vehicle wells 0%, saturating PEA agonist 100%; activation, % at 3 µM; hit rate 0.99% among 360,000; AID 624467;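 active means activation above the mean activation of all test compounds in the run plus 3 SD, cut at about 38% in these data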
Target sequence (Q96RJ0 whole entry, looked up): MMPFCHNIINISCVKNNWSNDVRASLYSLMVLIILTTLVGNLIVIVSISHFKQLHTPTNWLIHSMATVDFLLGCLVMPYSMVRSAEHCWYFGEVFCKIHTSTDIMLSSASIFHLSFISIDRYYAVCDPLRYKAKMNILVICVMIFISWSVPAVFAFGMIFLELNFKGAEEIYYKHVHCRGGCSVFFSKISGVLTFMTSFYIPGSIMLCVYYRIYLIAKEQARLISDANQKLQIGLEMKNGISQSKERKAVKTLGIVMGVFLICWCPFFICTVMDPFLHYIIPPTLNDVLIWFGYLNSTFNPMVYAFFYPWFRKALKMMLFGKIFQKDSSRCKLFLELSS
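Repeats: no replicates (n 1) | Material: CHO-derived RD-HGA16 cells with stable Gα16 and human TAAR1 | Technique: Kinetic Fluo-8 calcium fluorescence | Schedule: 17-24 h seeding, 75 min 37 °C dye, 30 min RT | Evaluation: % activation from peak over basal fluorescence ratio, DMSO-to-PEA scaled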
M1 ag – activates human CHRM1 receptor; P11229; CHO-K1 hM1, Fluo-8 calcium fluorescence, agonist mode; 0% DMSO, 100% acetylcholine EC100; activation, % at 3 µM; hit rate 0.33% among 360,000; AID 588814;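 active means activation above the run's mean compound activation plus 3 SD, cut at about 16% in these data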;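 further: peak over basal fluorescence ratio within a 140 s kinetic read after compound addition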
M1 antag – blocks human M1 muscarinic receptor; P11229; CHO-K1 hM1, Fluo-8 calcium fluorescence, ACh EC80 antagonist; inhibition, % at 3 µM; hit rate 1.3% among 360,000; AID 588852;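 active means percent inhibition above its own plate's cutoff, namely the mean of that plate's compound wells plus 3 SD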;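 further: peak over basal fluorescence ratio during 140 s after agonist addition; 0% = ACh EC80 plus DMSO and 100% = DMSO alone without agonist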
* = called active by the depositor; x = no result given.

SMILES	M5 antag	CHRM4 antagonist	M5 PAM	CHRM4 agonist	M1 PAM	CHRM5 agonist	TAAR1 agonist	M1 ag	M1 antag
Cc1ccc(NC(=O)CCCNC(=O)c2ccc(Cl)cc2)c(Br)c1	8	-3	-2	2	1	-7	0	-6	3
COc1ccc(N2C(=O)C(Cl)=C(N3CCCC(C)C3)C2=O)cc1 (centres undefined)	-8	-5	5	-1	0	-11	2	-5	-25
C=CCNC(=O)/C(C#N)=C/c1ccccc1[N+](=O)[O-]	-3	-9	-1	4	4	-2	9	-3	-7
COc1ccc(C(C(=O)NC2CCCC2)N(CCN2CCOCC2)C(=O)c2ccc(OC)c(OC)c2)cc1 (centres undefined)	-9	-3	3	1	1	1	0	-3	-1
O=C(O)c1cc2c(cc1Cl)N1CCCCCC1=NS2(=O)=O	-13	-3	-2	0	3	-2	6	-8	3
COc1ccc(CCN(C(=O)c2snc(C(N)=O)c2N)C(C(=O)NCC2CCCO2)c2ccc(F)cc2)cc1OC (centres undefined)	24	-26	-14	18	-17	1	23	-2	17
COC(=O)C1CCN(C(=O)c2c(-c3ccccc3Cl)noc2C)CC1	8	7	-2	0	8	-2	2	4	-1
COc1ccc2ccccc2c1CNCCN1CCOCC1	-2	4	12	1	9	-7	0	-5	-14
CCC(c1nnnn1C(C)(C)CC)N(CCCO)Cc1cc2cc(C)cc(C)c2[nH]c1=O (centres undefined)	-7	-7	6	1	7	3	3	-3	-14
COc1ccc(N(C)S(=O)(=O)c2ccc(Cl)c(C(=O)NNC(=O)c3ccccc3O)c2)cc1	7	-4	-7	5	-3	7	4	-2	4
O=C(C1CCN(S(=O)(=O)c2cccs2)CC1)N1CCN(Cc2ccccc2)CC1	2	2	1	1	-8	-5	8	-13	7
O=C(c1cc2ccccc2o1)N1CCN(Cc2ccc3c(c2)OCO3)CC1	6	4	4	6	16	-4	-2	-1	-12
COc1ccc(-c2cc(C(F)(F)F)nc(SCCC(=O)N3CCN(C)CC3)n2)cc1	2	10	9	0	18	3	2	1	-4
CC[C@@H](C)[C@@H]1CN([C@@H](CN2CCC[C@H]2CN2C(N)=NC[C@H]2C(C)C)C(C)C)C(=N)N1CCc1ccc(Cl)c(Cl)c1	15	1	-12	-1	-25	-3	x	-12	30
COc1ccc(NC(=O)CN(C)C(=O)c2cc(S(=O)(=O)N(C)C)ccc2N2CCCC2)cc1	-9	-25	1	3	12	2	2	-2	-2
NC(=O)COn1c(SCC(N)=O)nc2ccccc2c1=O	14	-6	-7	0	4	-3	0	-3	-3
CC(=O)NC12CC3CC(C1)CC(C(=O)N1CCN(S(=O)(=O)c4ccc(Cl)s4)CC1)(C3)C2	6	-10	-2	7	-3	-4	3	-3	-2
CCOc1ccc(-c2n[nH]c(=S)o2)cc1	-2	-2	-2	0	11	-2	2	0	-6
N#CCCSc1ccccc1NC(=O)c1cc(=O)c2ccccc2o1	8	1	0	4	3	-1	2	-2	-8
COc1cc(/C=C/C(=O)OCC(=O)Nc2sc3c(c2C#N)CCC(C)C3)ccc1OCC#N (centres undefined)	0	14	2	2	-7	4	9	-5	7
CCC(C)C(NC(=O)C(C)NC(=O)CNC(=O)OC(C)(C)C)C(N)=O (centres undefined)	-8	-13	7	1	7	-2	1	0	2
O=C(c1ccc(Cl)cc1)C1CCCN(C(=O)c2csnn2)C1 (centres undefined)	0	-2	4	2	-4	2	0	-7	-2
Cc1ccc(NC(=O)c2cccc3cccnc23)cc1	8	-12	-2	1	16	-6	-4	-5	-15
COc1cccc(C2=CC(=O)C[C@H](c3ccc(F)cc3)C2)c1	11	4	-7	0	-2	-9	14	-11	-4
O=C(/C=C/c1cccc(F)c1)NCCCn1ccnc1	15	10	-2	2	15	-3	-1	-2	-2
CC1CCN(C(=O)C(=O)Nc2sc3c(c2C(N)=O)CC(C)(C)OC3)CC1	-20	5	5	0	8	0	3	-2	-11
Cc1ccc(S(=O)(=O)N2CCN(C(=O)c3cc(C4CC4)nc4c3cnn4C(C)C)CC2)cc1	5	0	-2	1	6	0	2	-3	-8
Nc1nc(SCC(=O)NCCO)nc2sc3c(c12)CCCC3	6	-3	-1	1	17	-3	2	-12	-2
CCn1nnnc1SCC(=O)N1CCc2ccccc21	-7	2	6	1	-4	-11	12	-6	-17
Cn1c(Cn2c(=O)sc3ccccc32)nnc1SCC(N)=O	1	-9	-3	2	8	4	1	-1	-8
CCCc1cc(N2CCN(C(=O)c3ccco3)CC2)n2c(nc3ccccc32)c1C#N	9	6	-48	10	-9	-4	14	1	17
Cc1cccc(C)c1Nc1nnc(SC/C(O)=C(\C#N)c2nc3ccccc3[nH]2)s1	-5	8	1	1	17	-1	4	-1	-18
N#C/C(=C\c1ccc(OC(=O)c2ccc(Cl)s2)cc1)c1nc2ccccc2[nH]1	-10	-2	-2	1	3	0	5	-1	0
Cc1ccccc1C(=O)NNC(=O)c1ccc(Br)cc1	2	-13	0	3	7	1	2	0	6
COc1cccc(-n2cc(CN(C)Cc3nc(Cc4cccc(F)c4)no3)cn2)c1	-2	-23	8	6	-6	-8	0	-7	9
COCCNc1nc2c(c(=O)n(C)c(=O)n2C)n1Cc1cccc(C(F)(F)F)c1	4	14	-2	1	1	3	6	-3	14
Cc1ccc2nsnc2c1NC(=O)COc1ccccc1	0	-6	-1	3	7	-1	0	-2	-5
Cc1nn(CC(=O)Nc2ccc(Cl)cn2)c(C)c1[N+](=O)[O-]	9	-4	-2	1	5	-7	11	-5	-4
Cn1c(Oc2ccc(F)cc2)c(C=O)c2ccccc21	-6	-7	-8	-1	-11	-7	7	-16	7
CC1Sc2ccc(S(=O)(=O)CCC(=O)N3CCN(c4ccccc4F)CC3)cc2NC1=O (centres undefined)	12	4	-6	10	-4	2	12	1	6
COc1ccc(NC(=O)CN2C(=O)COc3ccc(S(=O)(=O)N4CCOCC4)cc32)cc1	-1	4	5	0	8	-4	1	-5	-13
COc1cc2c(cc1NC(=O)c1ccccc1-c1ccccc1C(=O)O)-c1ccccc1C2	6	-5	4	0	15	2	0	2	-7
O=C(NC1CCCCNC1=O)c1ccccc1 (centres undefined)	-4	10	8	0	4	0	1	-5	-9
CCCCCCCCCCOC(=O)Cn1c(COc2ccccc2C)[n+](C)c2ccccc21	53*	92*	-33	28	-30	-27	x	-10	86*
Cc1c(C)c(C)c(S(=O)(=O)N2CCSCC2)c(C)c1C	4	-24	1	0	4	-4	20	-4	-12
COc1ccnc(Oc2ccc(C)cc2C)c1C#N	-4	-13	-1	0	-1	-2	1	-4	-3
CCC(=O)Nc1ccc(C(=O)Cn2ncc(Cl)c(Cl)c2=O)cc1	-1	2	5	-1	7	0	-2	-1	-6
N#C/C(=C\c1ccc(-c2ccc(S(=O)(=O)N3CCOCC3)cc2)o1)C(=O)NC1CC1	-3	-15	-4	9	3	6	7	0	-12
CCOC(=O)c1c(C)n(-c2ccccc2)c2ccc(O)c(CN(C)C)c12	4	3	7	3	-2	-6	2	-14	-5
Cc1cccc(C(=O)NC(=S)Nc2c(C)n(C)n(-c3ccccc3)c2=O)c1	8	-19	4	1	-2	-6	2	-7	-7
CCCCCCS(=O)[C@H]1CS(=O)(=O)C[C@@H]1S(=O)CCCCCC (some centres undefined)	-6	-1	6	0	-13	0	9	-5	19*
O=C(CN1CCCCC1)Nc1ccccc1Oc1ccccc1	-1	5	-4	0	-18	-20	1	-8	17
CC(=O)N[C@@H](Cc1c[nH]c2ccccc12)C(=O)OCC(=O)Nc1ccc2c(c1)OCO2	-3	-9	15	4	3	5	3	0	-6
Cc1noc(C)c1C(=O)NCCC1=CCCCC1	-11	-2	0	2	-2	-2	9	-6	-3
COC(=O)Cc1nc2ccccc2[nH]1	-3	4	-3	1	7	2	15	1	-1
Cc1ccc(C(=O)OCC(=O)Nc2ccc(C(N)=O)cc2)s1	3	4	-3	1	6	5	4	1	-5
CCCCC[C@H](C)N1C[C@H](COCc2ccccc2)Oc2cc(N3CC[C@@H](N(C)C)C3)ccc2S1(=O)=O	-4	-10	-3	7	x	-1	4	x	x
CN(CC(=O)Nc1cccc(F)c1)C(=O)CC1CC2CCC1C2 (centres undefined)	-3	-3	3	2	9	-2	2	-3	-12
O=C(COC(=O)c1ccc(F)c(S(=O)(=O)N2CCOCC2)c1)c1ccccc1	-7	-18	-1	2	2	-9	17	0	-3
COC(=O)c1ccc(C(=O)Nc2cc(Cl)ccc2Cl)cc1NC(=O)c1ccccc1C	-9	-10	3	2	8	-2	9	-2	-10
Other compounds follow.
SMILES	M5 antag	CHRM4 antagonist	M5 PAM	CHRM4 agonist	M1 PAM	CHRM5 agonist	TAAR1 agonist	M1 ag	M1 antag
CC(NC(=O)COC(=O)CN1C(=O)NC2(CCCC2)C1=O)c1ccc(F)cc1 (centres undefined)	5	-12	2	2	7	1	2	-3	-11
O=C(CCC(=O)Nc1nnc(C2CCCCC2)s1)NCc1cccs1	4	3	-7	0	8	-1	15	-2	-16
O=C(/C(=N/N=C/c1ccc(O)c(O)c1O)c1ccccc1)c1ccccc1	-7	9	-4	-1	4	-3	-2	-7	-7
COC(=O)c1cccnc1-n1c(=O)c2cccnc2n(Cc2cccc([N+](=O)[O-])c2)c1=O	14	-1	-6	1	2	-6	0	1	-2
O=C(C1=NOC2(C1)C(=O)N(Cc1ccccc1)c1ccccc12)N1CCOCC1 (centres undefined)	-8	-6	5	2	x	3	3	x	x
CCn1c(C)nc2cc(C(=O)NNC(=O)c3ccc(Cl)nc3)ccc21	-1	2	-4	0	7	-5	14	-9	1
CCCCCOC(=O)c1ccccc1C(=O)O	-6	-10	5	0	1	-6	4	-3	-1
O=C(CN1CCC(n2nnc3cc(F)ccc32)CC1)NCCc1ccccc1	-1	-13	-4	1	6	-2	8	-4	-39
NS(=O)(=O)c1ccc(NC(=O)COC(=O)c2cn(-c3ccccc3)nc2-c2ccccc2)cc1	7	1	-8	1	-2	-1	2	-2	-14
O=C(CCS(=O)(=O)Cc1ccc(Cl)cc1)NCCCN1CCOCC1	-4	0	1	1	5	-2	6	0	-2
Cc1onc(-c2ccccc2Cl)c1C(=O)Nc1ncn[nH]1	1	-3	-3	0	-7	0	2	-2	17
CCC(=O)N(Cc1cc2cc(OC)ccc2[nH]c1=O)c1ccccc1C	1	-2	2	4	2	4	6	-2	2
CC(=O)n1nc(-c2cccnc2)nc1N	-6	8	2	1	14	1	2	-2	-7
O=C(Cc1ccc(F)cc1)c1ccc(O)cc1O	5	8	-6	4	2	0	1	-3	-2
O=C(C1CCN(S(=O)(=O)c2ccc(F)cc2)CC1)N1CC=C(c2ccccc2)CC1	-4	-14	0	3	2	1	15	-4	-2

Some of the compounds tested (hit frequency here may not be typical).
